# Source: PubChem BioAssay (Sanford-Burnham Center for Chemical Genomics)
# PfGluPho inh = PfG6PD enzyme inhibitors, primary screen, biochemical, fluorescence intensity, uHTS | glucose-6-phosphate dehydrogenase-6-phosphogluconolactonase (Plasmodium falciparum 3D7) | PfGluPho enzyme, NADPH resazurin-diaphorase fluorescence | inhibition, % at 20 µM | actives 0.78% (n = 350,000) | AID 504690, 2011;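 active = inhibition reaching at least a set limit at 20 µM in the primary screen, cut at about 59% in these data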;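 also: 0% = DMSO wells with substrate and 100% = DMSO wells lacking glucose-6-phosphate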
# SENP8 inh = human SENP8 protease inhibitors, primary screen, biochemical, fluorescence, Nedd8 protein substrate, uHTS | inhibition, % at 20 µM | AID 602440, 2012 | actives 0.64% (n = 360,000) | recombinant SENP8; in the data active = inhibition mostly above about 40%, no sharp cut-off; inactive = mostly below about 27%
# Target sequence (Q96LD8 whole entry, looked up): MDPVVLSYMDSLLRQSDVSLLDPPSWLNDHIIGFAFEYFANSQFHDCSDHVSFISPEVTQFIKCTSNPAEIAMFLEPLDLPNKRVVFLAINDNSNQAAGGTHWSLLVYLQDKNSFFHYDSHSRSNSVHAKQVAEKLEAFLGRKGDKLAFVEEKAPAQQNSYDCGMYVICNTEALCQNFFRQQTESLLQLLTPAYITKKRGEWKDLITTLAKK
# GRIN3A LBD mod = binders of NR3A ligand-binding domain, primary screen, biophysical, differential scanning fluorimetry, uHTS; Glutamate receptor ionotropic, NMDA 3A (GRIN3A) ligand-binding domain; NR3A LBD differential scanning fluorimetry, Tm shift; 0% = protein alone, 100% = glycine-bound protein; Tm shift relative to glycine control, % at 25 µM; actives 2.5% (n = 340,000);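 active = melting temperature shift of at least 10% of the positive control shift, at one fixed dose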
# hIAP activ = human IAP activators, primary screen, biochemical, luminescence, uHTS; Intestinal-type alkaline phosphatase (Homo sapiens), P09923; purified human IAP, CDP-Star luminescence, 30 min; stronger effect = higher value; 1 = vehicle-only enzyme, 0 = enzyme-free background; activation factor at 10 µM; actives 0.16% (n = 330,000); AID 2524, 2010;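 active = activation factor of the enzyme at least 2-fold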; also: the source names both 10 and 20 µM as test concentration; values of inactives mirror those of a sister screen read the other way
# Target sequence (P09923 whole entry, looked up): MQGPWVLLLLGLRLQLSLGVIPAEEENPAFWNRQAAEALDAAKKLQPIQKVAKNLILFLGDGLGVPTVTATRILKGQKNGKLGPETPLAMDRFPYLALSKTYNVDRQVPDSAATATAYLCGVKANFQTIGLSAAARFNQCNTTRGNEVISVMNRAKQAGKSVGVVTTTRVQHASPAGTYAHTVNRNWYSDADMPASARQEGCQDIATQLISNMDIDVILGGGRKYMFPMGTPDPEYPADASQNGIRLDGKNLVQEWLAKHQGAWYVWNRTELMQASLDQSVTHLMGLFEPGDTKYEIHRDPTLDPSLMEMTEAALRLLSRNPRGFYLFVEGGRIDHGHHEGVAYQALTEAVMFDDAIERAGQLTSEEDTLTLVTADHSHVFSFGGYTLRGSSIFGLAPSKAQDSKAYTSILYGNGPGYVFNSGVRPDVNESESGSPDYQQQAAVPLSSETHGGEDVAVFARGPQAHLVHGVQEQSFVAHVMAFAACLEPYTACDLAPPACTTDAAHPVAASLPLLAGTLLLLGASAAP
# SENP1 FRET inh = human SENP1 catalytic domain inhibitors, primary screen, biochemical, FRET, uHTS | inhibition, % at 10 µM | actives 0.21% (n = 360,000) | Sentrin-specific protease 1 (Homo sapiens), Q9P0U3 | recombinant SENP1 catalytic domain, CyPet-SUMO1-YPet FRET cleavage;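 active = inhibition at least 30% at 10 µM, raw YFP signal under a set limit, fluorescence ratio 0.5 to 1.5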;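 also: 0% = enzyme with DMSO and 100% = no enzyme wells; some results filed as inactive read as strong as hits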
# Target sequence (Q9P0U3 419-644 limits assumed): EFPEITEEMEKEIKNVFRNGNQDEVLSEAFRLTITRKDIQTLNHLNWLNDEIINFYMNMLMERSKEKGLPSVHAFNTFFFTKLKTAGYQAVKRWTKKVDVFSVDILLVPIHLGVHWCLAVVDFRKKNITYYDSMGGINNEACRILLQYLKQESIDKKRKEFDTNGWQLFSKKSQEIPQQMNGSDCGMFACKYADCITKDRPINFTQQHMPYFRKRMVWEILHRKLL
#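 Compound: 10 µM single point, 0.5% DMSO; Test system: hSENP1 catalytic domain, recombinant; Timing: 50 min reaction at room temperature; Technique: FRET, CFP and YFP emission; Control set: no-enzyme wells low, DMSO-plus-enzyme wells high control.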
# ATG4B inh = ATG4B protease inhibitors, primary screen, biochemical, fluorescence, uHTS; Cysteine protease ATG4B (Homo sapiens), Q9Y4P1; ATG4B cleavage of LC3-PLA2, NBD-HPC fluorescence, 1 h; inhibition, % at 8.33 µM; actives 0.51% (n = 340,000); AID 504462, 2011; in the data active = inhibition above about 40%
# MPTP block = mitochondrial permeability transition pore inhibitors, primary screen, biochemical, isolated mouse mitochondria, absorbance; Ca2+ swelling absorbance, 30 min; inhibition, % at 10 µM; actives 1.4% (n = 360,000); AID 602449, 2012;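 active = inhibition of 50% or more, scaled per plate between neutral and stimulator controls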;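 also: 0% = DMSO wells given calcium and 100% = 1 mM EGTA wells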
# SENP6 block = SENP6 protease inhibitors, primary screen, biochemical, luminescence, uHTS; Sentrin-specific protease 6 (Homo sapiens), Q9GZR1; Recombinant SENP6 catalytic domain, aminoluciferin luminescence; actives 1.8% (n = 330,000); inhibition, % at 10 µM; AID 2599, 2010;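 active = inhibition above about 50% at the single tested dose, limit read from the data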;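 also: plate controls were DMSO wells with enzyme for no effect and DMSO wells lacking enzyme for full effect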
# Numbers without * were called inactive; . = no result given.
[1] O=C(Cc1cccs1)Nc1nnc(-c2ccc(F)cc2)s1
[2] CC(=O)Nc1ccc(NC2=CC(=O)CC(C)(C)C2)cc1
[3] COCCOC(=O)c1c(C)oc2ccc(NS(=O)(=O)c3cccs3)cc12
[4] CCOC(=O)C1CCCN(c2c(NCCc3ccc(S(N)(=O)=O)cc3)c(=O)c2=O)C1 (configuration not stated)
[5] Cc1cc(C)n(CCC(=O)Nc2ccc(-c3ccno3)cc2)n1

Assay by compound	1	2	3	4	5
PfGluPho inh	-2	-5	-2	10	2
SENP8 inh	-24	3	4	9	-59
GRIN3A LBD mod	1	2	0	2	-2
hIAP activ	1.2	1.1	1.1	0.92	1.3
SENP1 FRET inh	0	-44	0	1	-24
ATG4B inh	-8	1	-9	0	-13
MPTP block	-2.0	-1.7	-4.7	0.6	1.6
SENP6 block	-11	-4	3	4	-12

[6] O=C(O/N=C1/CCCc2occc21)c1ccc(F)cc1
[7] O=C(CCCl)N1c2ccccc2C=Cc2ccccc21
[8] O=C(NCCCN1CCOCC1)c1cccc(S(=O)(=O)N2CCOCC2)c1
[9] COc1ccc2c(c1)c1ncn(Cc3ccccn3)c(=O)c1n2C
[10] Cc1cn(C(=O)C(C)N2C(=O)c3ccccc3C2=O)c(C)n1 (configuration not stated)

Assay by compound	6	7	8	9	10
PfGluPho inh	18	-9	-12	1	20
SENP8 inh	11	32	2	-424	9
GRIN3A LBD mod	-2	0	-4	0	-2
hIAP activ	1	.	1	1.1	0.88
SENP1 FRET inh	3	1	3	0	2
ATG4B inh	3	-2	1	-1	-1
MPTP block	-0.3	-0.3	-2.0	3.4	-0.2
SENP6 block	87*	.	-3	-4	-5

[11] CCOC(=O)Cc1c(C)nc2c(-c3ccc(Cl)cc3)cnn2c1C
[12] O=C(c1ccccc1)N1CCN(c2ccc(NCc3ccc4c(c3)OCO4)cc2)CC1
[13] N/C(=N\OC(=O)COc1ccccc1Cl)c1ccc(Cl)cc1
[14] Cc1cc(C)cc(C(=O)NCC(=O)OCC(=O)NCc2ccco2)c1
[15] Cc1ccc2nc3c(c(C(=O)OC4CCOC4=O)c2c1)CCCC3 (configuration not stated)

Assay by compound	11	12	13	14	15
PfGluPho inh	14	46	15	-8	-18
SENP8 inh	-170	-23	20	-3	-247
GRIN3A LBD mod	-3	0	-7	0	-2
hIAP activ	1	0.92	0.95	1	1.1
SENP1 FRET inh	-4	6	1	-1	-2
ATG4B inh	-13	-9	12	4	1
MPTP block	1.1	1.2	1.4	-0.2	0.2
SENP6 block	-12	2	-12	2	-18

[16] CCOC(=O)c1ccc(S(=O)(=O)NNC(=O)c2cccc(N(C)C)c2)cc1
[17] CCCCCCNC(=O)C(C#N)c1nc2ccccc2nc1N1CCCC1 (configuration not stated)
[18] Nc1nc2ccccc2cc1-c1cccs1
[19] COc1cc2c(c3oc(=O)cc(CC(=O)O)c13)CCC(C)(C)O2
[20] CCCCc1ccc(NC(=O)CSc2nnc(CNC(=O)c3ccco3)o2)cc1

Assay by compound	16	17	18	19	20
PfGluPho inh	-4	4	13	1	3
SENP8 inh	7	-424	-280	-319	8
GRIN3A LBD mod	-2	0	-1	0	-1
hIAP activ	1	0.9	0.89	0.89	1.1
SENP1 FRET inh	3	7	0	-9	1
ATG4B inh	-12	-13	-2	-8	-7
MPTP block	-0.5	-3.4	0.4	0.7	6.6
SENP6 block	0	-5	-12	-11	4

# Ordered by value in SENP1 FRET inh (smallest number first): three from the list above.
[19] COc1cc2c(c3oc(=O)cc(CC(=O)O)c13)CCC(C)(C)O2
[18] Nc1nc2ccccc2cc1-c1cccs1
[16] CCOC(=O)c1ccc(S(=O)(=O)NNC(=O)c2cccc(N(C)C)c2)cc1

Assay by compound	19	18	16
PfGluPho inh	1	13	-4
SENP8 inh	-319	-280	7
GRIN3A LBD mod	0	-1	-2
hIAP activ	0.89	0.89	1
SENP1 FRET inh	-9	0	3
ATG4B inh	-8	-2	-12
MPTP block	0.7	0.4	-0.5
SENP6 block	-11	-12	0

# Remaining list, next part.
# Values in the order – PfGluPho inh	SENP8 inh	GRIN3A LBD mod	hIAP activ	SENP1 FRET inh	ATG4B inh	MPTP block	SENP6 block
(21) COc1cc(/C=C2\SC(=O)N(c3ccccc3Cl)C2=O)cc([N+](=O)[O-])c1O
 : -17	35	-3	.	3	22	7.6	.
(22) COc1cc(/C(C)=N/NC(=O)c2cccc(S(=O)(=O)N3CCCC3)c2)cc(OC)c1OC
 : -6	-3	3	1	1	4	-0.3	-8
(23) Cc1cccc(N2CCN(C(=O)c3ccc(-n4cncn4)c([N+](=O)[O-])c3)CC2)c1C
 : 11	5	-2	0.97	-22	-13	-0.9	-9
(24) COc1ccc(OC)c(/C=N/Nc2cc(C)nc(N3CCOCC3)n2)c1
 : 9	-397	0	0.91	-6	1	0.2	-2
(25) CCNC(=O)N(CC)C[C@H]1N[C@@](Cc2ccccc2)(C(=O)OC)[C@H]2C(=O)N(C)C(=O)[C@@H]12
 : -35	8	-2	1	1	-2	-0.1	-30
(26) COc1ccc(Nc2ccc(S(=O)(=O)N3CCCCC3)cc2[N+](=O)[O-])cc1Cl
 : -13	28	-3	0.86	3	6	1.3	5
(27) Cc1ccc(C(=O)Nc2ccccc2Cl)cc1
 : -7	1	1	0.98	-2	14	-0.1	69*
(28) O=C(NCCc1ccccc1)NC1CCCCC1
 : -14	13	0	0.95	3	6	-2.5	-4
(29) CCn1nc(C)c(CNC(=O)c2cc(COc3ccc(C)nc3)on2)c1C
 : -6	-59	0	1.1	-2	-3	2.0	11
(30) COc1ccc(C2(C(=O)Nc3ccccc3)CCOCC2)cc1
 : -16	16	0	0.97	0	5	-1.0	15

# The list goes on; it opens with the 5 that closed the last part.
# Values in the order – PfGluPho inh	SENP8 inh	GRIN3A LBD mod	hIAP activ	SENP1 FRET inh	ATG4B inh	MPTP block	SENP6 block
(26) COc1ccc(Nc2ccc(S(=O)(=O)N3CCCCC3)cc2[N+](=O)[O-])cc1Cl
 : -13	28	-3	0.86	3	6	1.3	5
(27) Cc1ccc(C(=O)Nc2ccccc2Cl)cc1
 : -7	1	1	0.98	-2	14	-0.1	69*
(28) O=C(NCCc1ccccc1)NC1CCCCC1
 : -14	13	0	0.95	3	6	-2.5	-4
(29) CCn1nc(C)c(CNC(=O)c2cc(COc3ccc(C)nc3)on2)c1C
 : -6	-59	0	1.1	-2	-3	2.0	11
(30) COc1ccc(C2(C(=O)Nc3ccccc3)CCOCC2)cc1
 : -16	16	0	0.97	0	5	-1.0	15
(31) CSCCC(NC(=O)C1CC1)c1nc2ccccc2[nH]1 (configuration not stated)
 : 0	9	-2	0.96	-4	-9	-1.0	11
(32) COc1ccc2nc(-c3ccccn3)ccc2c1
 : 22	-451	.	.	-1	.	0.1	.
(33) O=C(c1cc(F)c(F)c(F)c1F)N1CCN(Cc2ccc3c(c2)OCO3)CC1
 : 5	21	0	1	2	1	0.6	-8
(34) Cc1cccc(CN2C(=O)/C(=C\c3ccc(C(=O)NCCN4CCOCC4)cc3)Sc3ccccc32)c1
 : -4	-85	-4	0.98	-45	-7	-3.1	-5
(35) CCOC(=O)CNC(=O)c1c(C)nn(-c2ccccc2)c1Cl
 : 0	33	3	1	-1	3	1.3	8
(36) CCCCNC(=O)CCn1c(=O)c2ccccc2n(Cc2ccccc2C)c1=O
 : -2	3	-4	0.79	2	0	0.0	11
(37) CSc1ccc(C(=S)N2CCCC2)cc1
 : 2	-11	-1	0.66	1	3	-0.1	-7
(38) COc1ccccc1/C=N/NC(=O)CCSc1ccccc1
 : 63*	8	-2	0.96	1	-3	2.0	5
(39) O=C(NCC1CCCO1)c1cccc(S(=O)(=O)N(Cc2ccccc2)c2ccccc2)c1 (configuration not stated)
 : -22	13	-2	1.1	0	10	-0.4	-6
(40) NC(=O)c1ccccc1OCC(=O)Nc1cccnc1Cl
 : -1	3	-1	1.2	-2	0	-1.0	-3

# Printed as active in PfGluPho inh, of those listed so far:
# Values in the order – PfGluPho inh	SENP8 inh	GRIN3A LBD mod	hIAP activ	SENP1 FRET inh	ATG4B inh	MPTP block	SENP6 block
(38) COc1ccccc1/C=N/NC(=O)CCSc1ccccc1
 : 63*	8	-2	0.96	1	-3	2.0	5

# Next part.
# Values in the order – PfGluPho inh	SENP8 inh	GRIN3A LBD mod	hIAP activ	SENP1 FRET inh	ATG4B inh	MPTP block	SENP6 block
(41) COc1c(Cl)cc(-c2noc(C)c2C(=O)NC(C)C)cc1Cl
 : 2	-9	1	0.96	3	-5	-1.8	3
(42) CCCC1(C)C(C#N)C(=O)NC(=O)C1C#N (configuration not stated)
 : -8	6	-2	.	1	2	-1.4	.
(43) CC(C)CNC(=S)NC(=O)c1ccc(Cl)cc1
 : -3	-2	-2	1.1	0	5	0.1	6
(44) CC(C)Cn1c(-c2ccco2)n[nH]c1=S
 : 40	-39	9	1.1	1	0	-0.3	3
(45) CCOC(=O)CN1C(=O)N[C@@H](c2ccccc2)C(C(=O)OC)=C1C
 : -5	25	-1	0.97	1	-4	2.6	-6
(46) Cc1cnn(-c2cc(N/N=C/c3ccccc3F)ncn2)c1
 : -18	12	0	1.1	3	-9	0.6	-10
(47) O=C(NCC(c1ccco1)N1CCN(c2ccccc2)CC1)OCc1ccccc1 (configuration not stated)
 : -6	16	0	1	-1	0	1.3	-26
(48) O=C(COc1ccc(Cl)cc1)NCc1nnc(SCC(=O)NC2CCCCC2)o1
 : 0	8	1	1.1	1	-17	-2.1	-17
(49) CCc1nn2c(=O)cc(CSCC(=O)Nc3ccccc3F)nc2s1
 : 1	10	-6	0.73	0	0	-1.5	14
(50) Cc1ccc2c([N+](=O)[O-])c(C)ccc2n1
 : 2	17	1	1	0	-14	-0.3	-16
(51) CCN(CC)CCn1c(NCc2cccc(OC)c2)nc2ccccc21
 : -8	13	1	1	4	-14	2.0	-22
(52) Cc1cccc(NC(=O)c2ccccc2NC(=O)Cc2ccccc2)c1C
 : -4	11	0	1	3	-13	-0.4	-12
(53) COC(=O)c1c(C)oc(C)c1S(=O)(=O)NC(C)(C)C
 : -5	3	3	0.97	0	2	2.0	6
(54) CCCCCCOc1ccc(N2C(=O)CC(NCc3ccc(S(N)(=O)=O)cc3)C2=O)cc1 (configuration not stated)
 : -6	14	2	1.1	2	-4	2.3	-3
